Compound activity (PubChem BioAssay)
LEDGF integ inh – blocks HIV-1 LEDGF/p75-dependent DNA integration; inhibition, % at 3.7 µM; TR-FRET IN-LEDGF/p75 DNA integration, Eu/Cy5; 0.64% of 370,000 active;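 active = inhibition above the screen-wide mean plus 3 SD, cut at about 13% in these data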;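 also: signal is the Cy5 over europium emission ratio at 671 and 618 nm; 0% = plate median of compound wells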
PG9 binder – binds the HIV-1 gp120 antibody PG9; AID 624416; TR-FRET gp120-PG9 antibody binding; 0.43% of 360,000 active; inhibition, % at 6.7 µM; in the data active = inhibition above about 8.5%
Rev-erbA mod – modulates human Rev-erb alpha binding to DNA; Rev-erbα–FITC-DNA binding, fluorescence polarization, 90 min; activity, % at 10 µM; 0.79% of 370,000 active;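 active = activity above about 14%, limit read from the data; passing the limit was not always enough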;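 also: 0% = DMSO wells with 35 nM protein and 100% = DMSO wells with 750 nM protein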
TCR-CD3 inh – blocks the human TCR-CD3 interaction | TAMRA-labeled TCR probe fluorescence, biochemical | inhibition, % at 9.4 µM | 0.37% of 360,000 active; in the data active = inhibition above about 19%;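 also: recombinant mutant TCR 2C K166C tagged with TAMRA read by polarization; 0% = receptor in buffer alone and 100% = receptor with positive control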
mABHD4 FP – ABHD4 (mouse) inhibition, primary FP screen; Q8VD66; purified mABHD4, FP-Rh probe fluorescence polarization; inhibition, % at 8.92 µM; 0.54% of 370,000 active;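 active = inhibition exceeding the mean over every tested compound plus 3 SD, cut at about 30% in these data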;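 also: 0% = plate median of compound wells and 100% = S159A mutant with DMSO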
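System: mouse ABHD4 enzyme, wild type / Medium: HEPES pH 7.0, NaCl, Pluronic buffer / Reagent: FP-Rh activity-based fluorescent probe / Control set: S159A mutant high control, sample median low control / Detection: fluorescence polarization with parallel and perpendicular emission, 525/598 nm / Schedule: 45 min + 60 min at 25 °C / Compound dosing: 8.92 µM, single dose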
TDP2 absorb – blocks human TDP2 phosphodiesterase activity; recombinant TDP2, T5PNP hydrolysis, p-nitrophenol absorbance 415 nm; inhibition, % at 12.8 µM; 0.34% of 370,000 active; AID 720702;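 active = inhibition above the mean of all tested compounds plus 3 SD, set per campaign, cut at about 25% in these data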;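 also: 0% = DMSO with enzyme and 100% = buffer with substrate but no TDP2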
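Test system: Human TDP2 enzyme | Reagent: 5 mM T5PNP | Compound dosing: 12.8 µM single point, 1% DMSO | Incubation: Enzyme reaction with compound for 2 h at 37 °C | Technique: p-Nitrophenol epi absorbance | Read-out: % inhibition relative to enzyme-containing and enzyme-free wells | Benchmarks: High control without enzyme, low control DMSO plus TDP2 | Replicates: Singlicate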
rCAG RNA binder – molecules binding r(CAG) RNA repeats. r(CAG) RNA repeat, TO-PRO-1 dye displacement fluorescence. inhibition, % at 3 µM. 1.3% of 370,000 active;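 active = inhibition above the plate cutoff, the mean of all test compounds on that plate plus 3 SD, cut at about 35% in these data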;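 also: 0% = DMSO alone and 100% = 100 µM mitoxantrone as full dye displacement; higher means more dye released from RNA so lower well fluorescence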
HTRA1 inh – blocks human HTRA1 serine peptidase | Q92743 | recombinant HTRA1, FP-rhodamine activity-based probe, fluorescence polarization | inhibition, % at 5.96 µM | 0.5% of 340,000 active; in the data active = inhibition above about 36%;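 also: 0% = enzyme with DMSO and 100% = wells lacking enzyme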
Target sequence (Q92743 whole entry, looked up): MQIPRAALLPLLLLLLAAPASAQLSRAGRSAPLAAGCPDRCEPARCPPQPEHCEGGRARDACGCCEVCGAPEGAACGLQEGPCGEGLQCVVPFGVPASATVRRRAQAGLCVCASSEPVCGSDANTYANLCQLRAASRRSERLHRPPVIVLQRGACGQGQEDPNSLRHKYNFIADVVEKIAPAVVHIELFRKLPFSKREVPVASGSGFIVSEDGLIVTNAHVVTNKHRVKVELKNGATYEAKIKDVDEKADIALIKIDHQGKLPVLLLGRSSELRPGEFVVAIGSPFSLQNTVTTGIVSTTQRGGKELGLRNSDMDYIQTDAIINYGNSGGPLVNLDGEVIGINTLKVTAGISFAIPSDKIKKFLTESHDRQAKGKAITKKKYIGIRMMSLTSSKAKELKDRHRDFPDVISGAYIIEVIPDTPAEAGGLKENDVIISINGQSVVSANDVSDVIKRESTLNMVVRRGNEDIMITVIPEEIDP
SIAE primary – inhibitors of human sialic acid acetylesterase SIAE | 0.69% of 370,000 active | inhibition, % at 9.66 µM | Q9HAT2 | SIAE FP-Rh probe binding, fluorescence polarization;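 active = inhibition above a cutoff: mean of compounds within the control limits plus 3 SD of those, cut at about 17% in these data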;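 also: 0% = plate median of compound wells and 100% = probe without SIAE protein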
Target sequence (Q9HAT2 whole entry, looked up): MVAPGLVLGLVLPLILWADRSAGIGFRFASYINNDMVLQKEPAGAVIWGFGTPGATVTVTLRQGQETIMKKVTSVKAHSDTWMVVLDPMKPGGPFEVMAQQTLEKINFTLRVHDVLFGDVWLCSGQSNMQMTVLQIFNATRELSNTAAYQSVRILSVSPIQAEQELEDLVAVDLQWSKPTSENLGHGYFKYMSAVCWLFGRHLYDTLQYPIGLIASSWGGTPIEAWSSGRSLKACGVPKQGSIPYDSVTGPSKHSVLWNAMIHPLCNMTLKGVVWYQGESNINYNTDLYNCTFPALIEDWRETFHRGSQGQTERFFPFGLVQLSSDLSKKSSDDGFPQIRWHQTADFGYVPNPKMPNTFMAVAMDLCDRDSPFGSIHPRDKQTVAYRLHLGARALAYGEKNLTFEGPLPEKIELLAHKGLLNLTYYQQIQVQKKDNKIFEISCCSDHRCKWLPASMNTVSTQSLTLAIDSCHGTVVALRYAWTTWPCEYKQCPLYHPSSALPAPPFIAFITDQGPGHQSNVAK
PRMT1 FP inh – inhibitors of human PRMT1. inhibition, % at 2.79 µM. Q99873. AID 652257. recombinant PRMT1, activity-based probe fluorescence polarization. 1.3% of 370,000 active;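 active = inhibition above about 21% made by adding two undisclosed values, limit read from the data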
Numbers without * were called inactive; . = not tested or not shown.

SMILES	LEDGF integ inh	PG9 binder	Rev-erbA mod	TCR-CD3 inh	mABHD4 FP	TDP2 absorb	rCAG RNA binder	HTRA1 inh	SIAE primary	PRMT1 FP inh
O=C(C1CC1(c1ccccc1)c1ccccc1)N1CCOCC1 (configuration not stated)	2	1.2	-2	0	4	13	-6	-1	3	-1
CCCn1c(SCC(=O)Nc2cc(S(=O)(=O)N3CCOCC3)ccc2Cl)n[nH]c1=O	-5	-0.8	-6	10	8	1	1	4	5	-2
CCCn1c(SCC(=O)Nc2ccc(F)c(Cl)c2)nc(O)cc1=O	-4	0.6	-5	1	0	3	13	-16	-9	10
CC(C)n1nnnc1SCC(=O)N(C)C1CCS(=O)(=O)C1 (configuration not stated)	-2	-2.3	5	4	-4	-3	0	5	-4	-5
Fc1ccc(-c2csc3nnc(SCc4cccnc4)n23)cc1	0	-0.1	2	3	0	6	-2	1	2	-1
Cc1ccc(C(=O)Nc2ccc(N3CCOCC3)cc2)cc1S(=O)(=O)N1CCCCC1	0	-0.2	3	2	2	2	8	1	10	-1
COCCNC(=O)c1c(N)n(CCC2=CCCCC2)c2nc3ccccc3nc12	0	1.5	3	7	-2	-5	-3	-18	5	6
CN(c1ccccc1)S(=O)(=O)c1ccc(C(=O)N2CCCC(C(F)(F)F)C2)cc1 (configuration not stated)	-5	0.3	7	-8	-10	-21	-8	0	-5	9
CC(C)c1nnc(NC(=O)CSc2nc3ccccc3s2)s1	1	-0.8	1	5	0	5	5	-12	-9	0
Cc1cc(NC(=O)CN2CCc3ccccc3C2)nc2c1c(=O)oc1ccccc12	4	2.3	15	1	-15	0	16	-29	-13	10
COc1cccc(/C=N/NC(=O)c2c(C)nc3ccc(Br)cn23)c1	1	-1.1	.	6	1	5	-1	1	1	-2
COc1ccc(CNS(=O)(=O)c2ccc3c(c2)N(C(C)=O)CC(C)S3)cc1 (configuration not stated)	3	2.8	4	-2	-5	8	-1	-6	1	-2
CCCCN1C(=O)C(C(=O)OCc2ccccc2)CC2=C1CCCC2=O (configuration not stated)	5	0.1	4	-1	0	12	-1	4	5	-3
CCc1ccc(N2CC(C(=O)NNC(=O)c3ccc(F)cc3)CC2=O)cc1 (configuration not stated)	-3	-0.5	-5	-1	1	1	2	5	10	1
COc1cccc(N=c2oc3ccccc3cc2-c2nc3ccccc3[nH]2)c1	2	1.8	.	-8	6	2	1	-3	0	0
CCOC(=O)c1c(NC(=O)CSc2nnc(C)c(=O)[nH]2)sc(C)c1-c1ccc(C)cc1	2	4.6	-2	-1	-14	8	43*	-17	-18	-6
Cc1ccc(N(CC(=O)NN=C2CCN(C)CC2)S(=O)(=O)c2ccc(C)cc2)cc1	-2	0.8	0	-4	2	-1	2	-2	-4	-1
O=C(NCc1cccnc1)c1cc(-c2cccs2)on1	-2	0.2	2	5	1	-1	1	2	-12	-1
CCS(=O)(=O)c1ccc2c(c1)N(S(C)(=O)=O)CC(C(=O)NN)O2 (configuration not stated)	-1	-1.2	-10	0	7	16	5	-3	3	0
Cc1ccc(N2C(=O)CC(c3c[nH]c4ccccc34)C2=O)cc1 (configuration not stated)	-3	-2.7	-3	-4	1	-4	3	-5	-4	2
C=CCn1c(=S)[nH]c2cc(-c3ccccc3)sc2c1=O	0	-0.8	-7	-13	2	4	2	0	-1	1
COc1nc(OC)nc(N2CCC(NC(=O)C(Cc3cccc(OC)c3OC)NC(C)=O)CC2)n1 (configuration not stated)	1	2.5	-2	-8	-3	-6	-2	-2	3	4
O=C(CCN1C(=O)/C(=C/c2ccc(F)cc2)SC1=S)NC1CCS(=O)(=O)C1 (configuration not stated)	3	-1.9	2	-1	-5	18	2	6	5	-4
C/C=C/C(=O)Nc1ccc(N2CCN(c3ccc(C(F)(F)F)cn3)CC2)nc1	1	-2.3	-5	2	2	4	-1	4	7	-1
CC(C)N(Cc1ccccc1)S(=O)(=O)c1ccc2c(c1)NC(=O)CO2	3	-2.5	-1	5	12	-2	-2	-5	0	1

Another view of twelve compounds above:
Each structure is followed by: LEDGF integ inh	PG9 binder	Rev-erbA mod	TCR-CD3 inh	mABHD4 FP	TDP2 absorb	rCAG RNA binder	HTRA1 inh	SIAE primary	PRMT1 FP inh
CCCn1c(SCC(=O)Nc2ccc(F)c(Cl)c2)nc(O)cc1=O
 : -4	0.6	-5	1	0	3	13	-16	-9	10
CC(C)n1nnnc1SCC(=O)N(C)C1CCS(=O)(=O)C1 (configuration not stated)
 : -2	-2.3	5	4	-4	-3	0	5	-4	-5
Fc1ccc(-c2csc3nnc(SCc4cccnc4)n23)cc1
 : 0	-0.1	2	3	0	6	-2	1	2	-1
Cc1ccc(C(=O)Nc2ccc(N3CCOCC3)cc2)cc1S(=O)(=O)N1CCCCC1
 : 0	-0.2	3	2	2	2	8	1	10	-1
COCCNC(=O)c1c(N)n(CCC2=CCCCC2)c2nc3ccccc3nc12
 : 0	1.5	3	7	-2	-5	-3	-18	5	6
CN(c1ccccc1)S(=O)(=O)c1ccc(C(=O)N2CCCC(C(F)(F)F)C2)cc1 (configuration not stated)
 : -5	0.3	7	-8	-10	-21	-8	0	-5	9
CC(C)c1nnc(NC(=O)CSc2nc3ccccc3s2)s1
 : 1	-0.8	1	5	0	5	5	-12	-9	0
Cc1cc(NC(=O)CN2CCc3ccccc3C2)nc2c1c(=O)oc1ccccc12
 : 4	2.3	15	1	-15	0	16	-29	-13	10
COc1cccc(/C=N/NC(=O)c2c(C)nc3ccc(Br)cn23)c1
 : 1	-1.1	.	6	1	5	-1	1	1	-2
COc1ccc(CNS(=O)(=O)c2ccc3c(c2)N(C(C)=O)CC(C)S3)cc1 (configuration not stated)
 : 3	2.8	4	-2	-5	8	-1	-6	1	-2
CCCCN1C(=O)C(C(=O)OCc2ccccc2)CC2=C1CCCC2=O (configuration not stated)
 : 5	0.1	4	-1	0	12	-1	4	5	-3
CCc1ccc(N2CC(C(=O)NNC(=O)c3ccc(F)cc3)CC2=O)cc1 (configuration not stated)
 : -3	-0.5	-5	-1	1	1	2	5	10	1

(further entries)
SMILES	LEDGF integ inh	PG9 binder	Rev-erbA mod	TCR-CD3 inh	mABHD4 FP	TDP2 absorb	rCAG RNA binder	HTRA1 inh	SIAE primary	PRMT1 FP inh
O=C(O)CCc1nc2ccccc2c(=O)[nH]1	11	-0.5	-1	2	-1	-9	1	-6	9	-5
O=C(CCc1c[nH]c2ccccc12)N1CCN(S(=O)(=O)c2ccccc2)CC1	0	-0.8	6	-5	1	-15	0	-7	6	0
CC1(C(=O)NS(=O)(=O)c2ccc(C#N)cc2)CCN1C(=O)Cc1ccccc1Cl (configuration not stated)	-2	0.5	4	1	2	1	4	.	0	1
COC(=O)c1ccccc1OCCCOc1ccc(C=O)cc1OC	4	-0.8	10	-7	4	1	-8	-6	6	1
COc1ccc(O)c(/C=N/Nc2nc3ccccc3[nH]2)c1	-4	-14	0	-9	21	4	6	-4	12	2
Cc1nn2c(-c3ccco3)nnc2c2ccccc12	-1	-1.6	-6	3	3	5	6	2	-1	-3
Cc1nc(SCC(=O)Nc2ccccc2)c2oc3ccccc3c2n1	0	95*	781*	-2	4	-6	2	-3	-8	-1
O=C1c2ccccc2C(=O)N1CCCOc1ccccc1	-3	-1.4	-4	0	2	2	-6	-1	-3	-1
COc1ccc2nc(N=Nc3ccc(O)c4ccccc34)sc2c1	1	-4.6	-5	0	17	-6	5	15	8	-6
Cc1ccc2c(c1)C(=O)C(=O)N2Cc1ccc(C(F)(F)F)cc1	2	1.1	6	-3	11	-6	3	-71	6	1
COc1cc(OC)cc(-c2c(-c3cccs3)c3cc(-c4ccc5[nH]ccc5c4)ccc3n2C)c1	2	-2.1	3	-2	6	8	24	30	7	1
CCOC(=O)c1ccc(NC(=O)C(=O)NCc2ccncc2)cc1	0	-2.8	.	2	3	-2	-1	-4	-7	-4
Cc1cccc(C)c1NC(=O)C1C(c2ccc3c(c2)OCO3)=Nc2ccccc2N1C(=O)c1cccc2ccccc12 (configuration not stated)	5	-1.6	29*	2	-13	-10	17	.	-23	1
O=C1C(=O)N(C2CCCC2)C(=O)N1Cc1c(F)cccc1Cl	5	-1.6	-7	-4	-5	-1	-3	6	1	-1
COC(=O)c1cnc(NC(=O)C2(C)CCN2C(=O)C(C)C)s1 (configuration not stated)	1	0.9	0	1	-4	-7	1	.	-8	1
COc1ccc(N2C(=O)CC(N3CCN(c4ccccc4F)CC3)C2=O)cc1 (configuration not stated)	1	-0.3	2	4	-8	-7	-3	-2	-4	3
O=C(Nc1ccccc1C(=O)N/N=C/c1ccco1)c1ccc(Cl)cc1	1	-0.8	-2	0	1	-5	5	20	-1	0
CC(NC(=O)C1CCC1)c1ccccc1 (configuration not stated)	0	2.3	2	8	9	6	0	4	2	0
CCOC(=O)[C@]12CCCC=C1N(Cc1ccccc1)C(=O)[C@H](CC(=O)NCc1ccccc1)C2	1	0.7	0	-2	1	-8	0	.	2	1
O=C(c1ccc2c(c1)N(Cc1ccccc1F)C(=O)c1ccccc1S2)N1CCOCC1	30*	-1.9	-2	3	8	1	2	.	7	-6
C[C@H](OC(=O)N1CCN(C(c2ccccc2)c2ccccc2)CC1)[C@@H]1O[C@@]2(C)CCC[C@H]1O2	-3	0.2	6	2	-4	-12	1	-8	-1	0
ON=C1c2ccccc2-c2cc(Br)ccc21	2	-0.2	2	-8	-44	-6	13	-37	-24	4
Cc1cc2oc(=O)cc(C)c2cc1NC(=O)CCl	-5	1.4	-3	2	-1	9	-1	.	-3	1
CCn1c(C)c(C(C)=O)c(N2CCCCC2)nc1=S	1	-0.1	-7	3	3	-9	5	8	1	4
COc1ccc2c3n(nc2c1)CCN=C3c1ccc(C)cc1	-2	0.5	-1	2	-2	4	-3	-2	6	1
The list continues:
SMILES	LEDGF integ inh	PG9 binder	Rev-erbA mod	TCR-CD3 inh	mABHD4 FP	TDP2 absorb	rCAG RNA binder	HTRA1 inh	SIAE primary	PRMT1 FP inh
COc1ccccc1N1CC(C)(C)C(=O)N(C(=O)c2c(F)cccc2Cl)C1=S	2	-1.6	-2	10	-6	2	3	-6	7	12
CCOC(=O)C1CCN(C(=O)COC(=O)c2cccc(F)c2)CC1	-2	-2.2	-1	-1	10	-7	-5	0	-5	0
CC(=O)C1=C(C)Nc2ncnn2C1c1ccccc1 (configuration not stated)	-2	-0.2	0	-5	-9	-14	1	0	2	4
Nc1ccc(Oc2cc(N)cc(Oc3ccccc3)c2)cc1	6	-0.6	2	-5	-8	3	7	9	7	6
OCc1nnn(-c2cccc(C(F)(F)F)c2)c1CO	-2	-0.8	-3	4	4	-2	-2	2	-7	0
Cc1ncc(CSc2nc3ccccc3[nH]2)c(N)n1	1	2.3	1	-2	2	1	0	3	-2	1
O=C(COC(=O)c1cc([N+](=O)[O-])ccc1NCCO)Nc1ccc2c(c1)OCO2	-2	3.2	-4	0	-5	5	12	-5	-2	3

A portion of the library (hit frequency here may not be typical).
